# Source: PubChem
# Cdc42 wt – modulators (inhibitors or activators) of GTP binding to human Cdc42 wildtype; percent activity (GTP binding), % at 10 µM; 190,000 tested, 0.2% active; GST-Cdc42 beads, Bodipy-GTP binding, flow cytometry; actives lie on both sides; AID 761; P60953;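 active = percent activity GTP binding at least 20 points away from the 100% baseline, either down as inhibitor or up as activator; inconclusive = compound flagged as likely green fluorescent from well-wide comparison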;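 also: median bead fluorescence of bound Bodipy-FL-GTP at 100 nM; 0% = excess unlabeled GTP control and 100% = no compound control; below 100% means less GTP binding so inhibitor and above means activator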
# Target sequence (P60953 whole entry, looked up): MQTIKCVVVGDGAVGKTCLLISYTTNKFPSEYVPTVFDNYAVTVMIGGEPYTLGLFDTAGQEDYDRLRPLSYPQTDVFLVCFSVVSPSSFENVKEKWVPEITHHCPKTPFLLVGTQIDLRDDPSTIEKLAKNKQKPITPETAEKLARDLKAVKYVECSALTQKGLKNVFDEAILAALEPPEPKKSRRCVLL
# Mcl1-Bid inh – Mcl-1/Bid interaction inhibition. Q07820. TR-FRET Mcl-1/Bid-Dy647 peptide binding, 1536-well. inhibition, % at 21.7 µM. 220,000 tested, 0.97% active. AID 1021;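 active = compounds that cut the binding signal by more than half at the single screening dose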;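 also: His-tagged Mcl-1 with europium anti-His antibody binding Bid BH3 peptide; 0% = Mcl-1 plus peptide wells and 100% = peptide-only wells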
# Target sequence (Q07820 whole entry, looked up): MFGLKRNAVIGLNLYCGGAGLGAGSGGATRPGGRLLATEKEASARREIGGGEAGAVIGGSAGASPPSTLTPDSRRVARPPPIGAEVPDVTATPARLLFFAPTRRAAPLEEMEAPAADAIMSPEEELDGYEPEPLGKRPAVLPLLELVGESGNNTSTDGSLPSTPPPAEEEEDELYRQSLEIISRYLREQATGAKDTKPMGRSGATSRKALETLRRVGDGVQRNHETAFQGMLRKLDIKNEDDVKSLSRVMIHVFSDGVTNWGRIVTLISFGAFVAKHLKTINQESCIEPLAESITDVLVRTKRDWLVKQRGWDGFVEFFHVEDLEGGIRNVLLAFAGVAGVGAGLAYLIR
# HRas wt GTP – changes GTP binding to wildtype human HRas; P01112; GST-Ras wt beads, Bodipy-FL-GTP binding, flow cytometry; actives lie on both sides; GTP binding activity, % at 10 µM; 190,000 tested, 0.14% active; AID 759;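 active = GTP binding activity at least 20% away from the 100% baseline, either lowered as inhibitor or raised as activator; inconclusive = flagged as likely green fluorescent, judged across all proteins in the well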;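 also: 0% = unlabeled GTP competition control and 100% = no-compound control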
# RGS8-Gao reg – modulates binding of RGS8 to human Galphao; AID 1423; response (percent of control binding), % at 10 µM; multiplexed bead flow cytometry; actives lie on both sides; 220,000 tested, 0.34% active; in the data active = response below about 60% or above about 140%; inactive = in between;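 also: Galphao activated as the GDP aluminium fluoride complex binding bead-coupled RGS8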
# Target sequence (P09471 whole entry, looked up): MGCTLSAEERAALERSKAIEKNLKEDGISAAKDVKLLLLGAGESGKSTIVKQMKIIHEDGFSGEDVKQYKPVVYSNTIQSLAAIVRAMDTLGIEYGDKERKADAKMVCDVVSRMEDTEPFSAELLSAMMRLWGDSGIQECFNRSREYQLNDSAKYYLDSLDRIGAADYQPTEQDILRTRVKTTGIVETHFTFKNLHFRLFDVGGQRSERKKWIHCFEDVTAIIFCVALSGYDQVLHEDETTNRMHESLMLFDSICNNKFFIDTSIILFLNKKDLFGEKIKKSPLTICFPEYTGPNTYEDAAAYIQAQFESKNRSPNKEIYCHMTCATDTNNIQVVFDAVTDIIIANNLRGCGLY
# Mcl-1 Bim block – inhibitors of Bim-Mcl-1 interaction, human | Bead-based flow cytometry, Bim peptide-Mcl-1 binding | inhibition, % at 10 µM | 190,000 tested, 0.1% active | AID 1009; in the data active = inhibition above about 40%;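 also: 0% = no compound tracer wells and 100% = peptide blocker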
# Rab2A wt mod – changes GTP binding to wildtype dog Rab2A, up or down; AID 760; P61105; 190,000 tested, 0.19% active; GTP binding activity, % at 10 µM; GST-Rab2 wt beads, Bodipy-GTP binding, flow cytometry;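 active = GTP binding activity at least 20 points away from 100%, either lowered or raised; inconclusive = signal likely due to the compound's own green fluorescence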;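 also: 0% = beads with excess unlabeled GTP and 100% = no-compound control corrected for plate trend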
# Rac1 act GTP bind – modulators of GTP binding to human Rac1 activated mutant | AID 764 | percent activity (GTP binding), % at 10 µM | GST-Rac1 activated beads, fluorescent GTP binding, flow cytometry; actives lie on both sides; 100% means binding = to untreated wells | P63000 | 190,000 tested, 0.11% active;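 active = GTP binding at least 20 percentage points away from the 100% baseline, in either direction, so actives lie on both sides; inconclusive = Compound likely fluorescent itself, or too few beads counted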
# Pf gamet viab – P. falciparum stage V gametocyte viability inhibition; P. falciparum stage V gametocytes, ATP luminescence, 24 h; inhibition, % at 10.9 µM; 150,000 tested, 0.065% active;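 active = inhibition above the mean plus 3 SD of compounds within the control limits, set per campaign, cut at about 38% in these data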;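 also: 0% = DMSO wells and 100% = medium only without gametocytes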
# Mcl1 Noxa PPI – disrupts binding of human Mcl-1 to Noxa peptide; Q07820; inhibition, % at 21.7 µM; 220,000 tested, 1.5% active; TR-FRET Mcl-1/Noxa peptide binding, 2 h;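 active = compounds that cut the protein-peptide binding signal by more than 50% relative to plate controls in a single-dose test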;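 also: His-tagged Mcl-1 with rhodamine Noxa BH3 peptide and terbium anti-His antibody; 0% = Mcl-1 plus Noxa peptide wells and 100% = peptide-only wells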
# Rab7 wt GTP bind – alters GTP binding to wildtype dog Rab7. GST-Rab7 beads, fluorescent GTP binding, flow cytometry; actives lie on both sides; untreated = 100%, excess cold GTP = 0%. GTP binding activity (percent of control), % at 10 µM. 190,000 tested, 0.055% active. AID 758;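 active = fluorescent GTP binding to Rab7 beads changed by at least 20 points from the 100% baseline, either direction, mostly lower; inconclusive = compound itself probably fluorescent, or too few beads counted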;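 also: median green fluorescence of bound Bodipy-FL-GTP per Rab7 bead population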
# Rac1 wt GTP bind – alters GTP binding to wildtype human Rac1 | GST-Rac1 beads, fluorescent GTP binding, flow cytometry; actives lie on both sides; 0 = cold GTP competed, 100 = untreated | GTP binding activity (% of control), % at 10 µM | 190,000 tested, 0.27% active | P63000 | AID 757;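 active = GTP binding activity at least 20 points away from the 100% control level, either lower or higher; inconclusive = compound flagged as likely green fluorescent, judged across all proteins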
# The depositor's hits bear a star; ? = inconclusive; . = not tested or not shown; & = joins results of further samples.
SMILES,Cdc42 wt,Mcl1-Bid inh,HRas wt GTP,RGS8-Gao reg,Mcl-1 Bim block,Rab2A wt mod,Rac1 act GTP bind,Pf gamet viab,Mcl1 Noxa PPI,Rab7 wt GTP bind,Rac1 wt GTP bind
O=C(Nc1nnc(-c2ccccc2Cl)o1)c1ccc(S(=O)(=O)N2CCCCCC2)cc1,96,-42,95,102,2,96,95,.,-77,93,101
Cc1cc(/C=N/NC(=O)c2ccsc2)c(C)n1-c1cnccn1,101,-42,98,99,0,101,95,.,16,106,100
COc1ccc(S(=O)(=O)NCc2ccc(C(=O)O)cc2)cc1,103,2,104,102,-2,102,101,.,15,98,106
COc1ccc(OC)c(NC(=O)C23CCC(C)(C(=O)O2)C3(C)C)c1 (stereo not given),98,-3,97,111,-1,98,96,-7,11,100,98
O=C(NC1CCCCC1)c1ccc(S(=O)(=O)NCc2cccnc2)cc1,99,1,98,100,-1,99,96,.,0,96,97
Cc1ccc(NC(=S)N(Cc2ccco2)C2CCN(C(C)C)CC2)cc1,98,-20,101,101,-2,101,99,16,18,103,102
Cn1ncc2c(Nc3cccc4ccccc34)ncnc21,101,-7,101,101,0,101,101,.,8,101,104
O=C(O)CSCC(=O)N1CCCCC1,94,6,96,105,-4,97,94,3,14,103,97
COc1cc(C)c(S(=O)(=O)n2ccc(C)n2)cc1C,103,-8,100,101,-1,101,101,.,-13,98,105
CC(=O)N(Cc1ccccc1C)c1cccc(C)c1C,96,-7,94,104,0,95,93,-8,-5,92,95
CCNC(=S)NCc1ccc2c(c1)OCO2,98,-65,99,103,1,97,98,.,-9,98,104
COc1ccc(NC(=O)C(CCSC)NC(N)=O)cc1Cl (stereo not given),102,-25,99,99,0,101,98,-26,11,103,116
CCN(CC)C(=O)COn1c(SCC(=O)N(CC)CC)nc2ccccc2c1=O,99,8,98,100,-1,97,97,-24,5,97,97
CCOc1ccc(C)cc1S(=O)(=O)n1ccc(C)n1,99,-6,100,100,-4,99,96,.,-14,102,97
CC(C)(C)c1ccc(C(=O)NC(=S)NNC(=O)c2cccs2)cc1,94,-45,94,93,-5,93,95,7,-34,95,95
COc1ccc(NC(=O)CNS(=O)(=O)c2ccc3nc(C)sc3c2)c(OC)c1,100,-23,101,99,-3,99,100,.,15,100,102
Cc1cc(C)c(NC(=O)CSc2nnc(SCC(=O)Nc3c(C)cc(C)cc3C)n2N)c(C)c1,100,-7,103,98,-2,102,101,.,7,96,106
COc1ccc(CC(NC(C)=O)C(=O)N2CCN(C(=O)N(C(C)C)C(C)C)CC2)cc1 (stereo not given),100,-14,99,90,0,100,97,.,-7,97,101
COc1ccc2ccc(=O)oc2c1CC=C(C)C,100,-6,100,104,-1,103,97,.,-2,103,104
CS(=O)(=O)c1ccccc1-c1nc(-c2ccc(C(F)(F)F)cc2)no1,98,-20,98,99,5,98,98,4,12,97,102
CCCOc1ccc(Br)cc1/C=N/NC(=O)c1cc(OC)c(OC)c(OC)c1,99,-5,96,100,-2,95,97,18,6,100,100
O=C1C2C3C=CC(C3)C2C(=O)N1/N=C/c1cn(Cc2ccc(F)cc2)c2ccccc12 (stereo not given),102,-17,104,105,0,104,97,.,-13,108,102
CSc1nnc(-c2cccs2)n1-c1ccccc1,101,-6,101,102,-1,101,98,.,-5,98,102
COCCCNC(=O)c1ccc2c(c1)OCO2,104,-38,103,102,0,101,99,7,-11,105,108
COc1ccc(S(=O)(=O)N2CCN(c3ccccn3)CC2)cc1OC,98,-15,99,102,0,99,98,.,10,100,99
Cc1cc(C)cc(NCCC#N)c1,103,-18&-26,101,99&99,0,100,98,17,-5&-3,102,102
CCC/C(O)=N\S(=O)(=O)c1ccc(N=NN(C)C)cc1,101,3,99,87,-5,97,99,-1,-14,96,103
CC1CCCCN1C(=O)/C=C/c1ccccc1[N+](=O)[O-] (stereo not given),91,-18,91,118,0,91,94,10,-20,93,97
COc1ccc(-n2c(SCC(=O)Nc3nccs3)nc3c(c2=O)SC(C)C3)cc1 (stereo not given),101,-28,100,95,0,97,98,.,14,98,102
C/C(CS(=O)(=O)c1ccc(Cl)cc1)=N/NC(N)=S,96,-49,98,100,-5,99,99,30,-6,94,99
Cn1c(=O)n(C)c2cc(S(=O)(=O)NCC(=O)O)ccc21,99,-12,97,100,0,99,95,12,-3,103,97
Cc1nn(Cc2cccc(C(=O)Nn3cc([N+](=O)[O-])cn3)c2)c(C)c1[N+](=O)[O-],99,2,99,104,-1,97,97,-4,11,96,102
Brc1cccc(-c2cnc3n2CCCCC3)c1,100,-4,101,103,0,99,95,-1,12,100,102
CC(=O)c1ccc(N2CCN(C(=S)Nc3cccc(F)c3)CC2)cc1,100,-37,102,101,0,104,101,.,-17,104,98
O=C(O)/C=C\C(=O)Nc1ccccc1C#Cc1ccc(Br)cc1,99,15,98,93,0,98,97,-7,8,98,100
CCOc1ccccc1NC(=O)C(Sc1nnc2ccccn12)c1ccccc1 (stereo not given),97,-13,97,99,-2,100,98,24,6,98,101
Cc1ccc(NS(=O)(=O)c2cc(OCC(N)=O)c(C)cc2Cl)cc1C,101,-14,101,99,3,99,98,.,23,96,102
CCCCCc1c(O)nc(SCC(=O)NCC2CCCO2)[nH]c1=O (stereo not given),98,-28,98,104,2,98,95,17,18,95,102
Cc1cc(OCC(=O)Nn2cnnc2)c(C)cc1Br,100,-30,101,104,1,100,95,.,-20,101,100
COc1cccc(C(=O)NC(=S)Nc2cccnc2)c1,99,-28,99,98,20,99,100,12,8,97,100
C(=N\n1cnnc1)/c1cccc(OCCOc2ccccc2)c1,99,12,100,100,-1,99,97,15,-11,95,98
NC(=O)C1(c2ccccc2)CCOCC1,100,-11,100,100,2,100,98,16,7,102,100
COc1ccc(C2=NN(c3ccccc3)C(c3cccs3)C2)cc1 (stereo not given),94,-52,97,97,-2,98,94,-6,10,100,97
C=CCN(C(=O)CN1CCOCC1)c1nc(C)c(-c2ccccc2)s1,103,-27,101,101,-71,100,100,.,6,101,105
O=C(CN1C(=O)c2ccccc2S1(=O)=O)NCc1ccccn1,98,-3,94,103,-1,96,97,5,25,95,95
Cc1oc2cc(O)ccc2c(=O)c1-c1ccccc1,94,-12,96,99,0,97,96,-16,6,103,97
O=C(O)CC(=O)Nc1cc(Cl)ccc1O,103,-3,103,104,1,103,100,.,23,102,105
Cc1ccc(OC/C(=N\O)C(C)(C)C)c([N+](=O)[O-])c1,96,-5,95,100,0,94,96,-7,19,95,99
O=C(CSc1cnc2ccccc2n1)NC1CCCC1,?,-17,?,99,1,?,?,-7,-7,?,?
O=C(c1cc2cc(Br)ccc2o1)N1CCCCC1,93,23,96,100,-2,94,96,2,24,100,99
# (more compounds)
SMILES,Cdc42 wt,Mcl1-Bid inh,HRas wt GTP,RGS8-Gao reg,Mcl-1 Bim block,Rab2A wt mod,Rac1 act GTP bind,Pf gamet viab,Mcl1 Noxa PPI,Rab7 wt GTP bind,Rac1 wt GTP bind
O=[N+]([O-])c1ccc(N2CCN(C(=S)NCc3ccc(Cl)cc3)CC2)cc1,98,-80,95,105,0,98,95,-18,-8,98,100
C[N+]1(CCCCSc2ccc(O)cc2)CCCCC1,99,-18,100,103,-2,99,100,3,21,104,102
COc1ccc(C(=O)NCC(=O)OCC(=O)N2CC(C)CC(C)C2)cc1 (stereo not given),105,-37,100,101,0,101,101,.,-20,103,106
Cc1ccsc1/C=N/n1c(-c2cccnc2)n[nH]c1=S,102,-40,102,104,0,97,96,.,9,105,102
CCOc1cc(NC(=S)NCC2CCCO2)c(OCC)cc1NC(=O)c1cccc(C)c1 (stereo not given),111,-36,109,97,3,108,107,-14,-10,104,111
Cc1cc(C)cc(NC(=O)CSc2nnc(-c3ccccc3)n2N)c1,99,-3,100,96,-3,98,98,.,7,99,102
COC(=O)c1cn(NC(=O)Cc2cccc(OC)c2)c(=O)c2ccccc12,98,15,98,84,3,99,97,-2,10,100,98
CC1(C)Cc2c(C#N)c(NCC3CCCO3)nc(-c3ccco3)c2CO1 (stereo not given),100,-5,101,113,0,101,99,.,22,99,100
O=C(NC(=S)N1CCN(c2nc(-c3ccccc3)cs2)CC1)c1cccnc1,104,-86,106,99,-3,103,99,.,-35,105,105
CC(NS(=O)(=O)c1ccccc1)C(N)=O (stereo not given),106,-13,104,100,0,104,102,-12,-16,101,106
CCC(CC)NC(=O)Cc1ccc(S(=O)(=O)N2CCOCC2)s1,102,-52,101,96,0,102,100,8,-1,93,98
COc1ccc(N=c2scc(C)n2CCCN2CCCC2=O)cc1,97,-44,99,99,-1,98,97,10,16,94,99
Cc1cccc(NC(=S)NNC(=O)c2ccc3c(c2)OCO3)c1,?,-70,?,98,-33,?,?,14,-12,?,?
CC(C)CC(=O)c1c[nH]c(C(=O)N2CCN(Cc3ccccc3)CC2)c1,93,-27,96,97,0,99,95,14,11,105,96
CC(=O)Nc1ccc(C2=NNC(=Nc3cccc(S(=O)(=O)N(C)C)c3)SC2)cc1,?,-18,?,113,0,?,?,.,96*,?,?
Cc1cc(C)nc(NC(=O)C2c3ccccc3Oc3ccccc32)n1,94,-14,98,101,-2,95,92,18,-4,106,98
Cc1cccc(-n2c(O)c(C=Nc3ccc(O)cc3)c3ccccc3c2=O)n1,99,-2,100,100,-1,99,98,.,15,100,104
COc1ccc(CC(NC(C)=O)C(=O)NC2CCN(C(=O)Nc3ccccc3Cl)CC2)cc1OC (stereo not given),94,-7,95,102,2,93,90,.,0,98,93
CCOc1ccc(-n2c(CCc3ccccc3)n[nH]c2=S)cc1,99,-35,94,100,-2,95,98,-22,11,96,97
NC(=O)c1ccccc1NS(=O)(=O)c1ccc2c(c1)OCCO2,102,0,102,104,1,101,100,17,12,103,103
CC1(C)CC(=O)C(=Cc2cn(-c3ccccc3)nc2-c2ccc(Cl)cc2)C(=O)C1,95,-1,98,88,-9,96,94,.,7,97,93
Cc1ccc(S(=O)(=O)N(C)C)cc1NC(=O)COC(=O)c1ccc2c(c1)OCCO2,93,4,95,97,-4,95,96,0,14,101,98
C=CCn1c(C(C)NC(=O)c2cccs2)n[nH]c1=S (stereo not given),102,-69,99,101,1,96,100,-11,26,100,104
CNC(=S)Nc1ccc(Nc2ccccc2)cc1,106,-147,100,100,-4,101,102,.,0,100,106
